Assay outcomes: PubChem, National Center for Advancing Translational Sciences (NCATS)
Rab9 promoter act – activators of Rab9 promoter. Huh7 Rab9 promoter-luciferase reporter, luminescence, 24 h. Potency, µM (doses to about 9.22 µM), for the others: at the highest dose activation, negative = inhibition, hits mostly activators. 2.8% of 320,000 active. AID 485297; also: potency is read from the fitted curve at half-maximal effect; % of control where 0% means no effect; nearly all actives have a fitted effect of over 60% in size
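Luciferase signal after 10 min detection reagent at ambient indicates Rab9 promoter upregulation; stably transfected Huh7 cells were treated 24 h with compound in DMSO at 37 °C, 5% CO2.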
RORg inh – ROR gamma (mouse) transcription inhibition; Drosophila S2 Gal4-RORgamma UAS-luciferase reporter, 20 h; Potency, µM (doses to about 53.6 µM), inactives show at the top dose activity change, negative = inhibition, usual class: inhibitors; 5.4% of 310,000 active; AID 2551; also: potency is read from the fitted curve at half-maximal effect; % is scaled to controls: 0 for no effect and ±100 for the full control effect; nearly all actives have a fitted effect of over 60% in size
Target sequence (P51450 whole entry, looked up, the tested form may be a part): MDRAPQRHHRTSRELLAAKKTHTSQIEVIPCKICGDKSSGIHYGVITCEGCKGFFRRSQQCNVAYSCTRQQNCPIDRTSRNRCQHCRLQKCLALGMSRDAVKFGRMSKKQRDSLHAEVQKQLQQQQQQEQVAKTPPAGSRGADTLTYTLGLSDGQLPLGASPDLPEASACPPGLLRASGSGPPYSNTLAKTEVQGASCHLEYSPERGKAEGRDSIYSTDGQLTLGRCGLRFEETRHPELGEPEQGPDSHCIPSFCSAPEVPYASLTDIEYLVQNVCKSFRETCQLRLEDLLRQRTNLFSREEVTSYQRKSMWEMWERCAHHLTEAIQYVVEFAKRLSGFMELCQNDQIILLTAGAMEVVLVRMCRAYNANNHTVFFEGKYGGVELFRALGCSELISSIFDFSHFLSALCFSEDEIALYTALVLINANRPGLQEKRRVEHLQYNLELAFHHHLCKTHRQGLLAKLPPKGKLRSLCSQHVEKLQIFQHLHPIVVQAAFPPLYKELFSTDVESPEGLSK
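In this cell-based reporter format, copper sulfate (700 uM final) drives Gal4–ROR gamma fusion expression from a metallothionein promoter in Drosophila Schneider cells; compounds preincubated 1 hr, reporter read after 20 hr at ambient temperature.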
NPC1 promoter act – activators of NPC1 promoter | Huh7 NPC1 promoter luciferase reporter, 24 h | Potency, µM (series often up to 9.22 µM), for inactives: top-dose activation, usual class: activators | 2.4% of 320,000 active;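 also: potency is read from the fitted curve at half-maximal effect; % of control where 0% means no effect; nearly all actives have a fitted effect of over 60% in size; reporter is driven by a mutant NPC1 promoter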
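Stably transfected Huh7 (NPC1 promoter→luciferase), 1500 cells/well in Opti-MEM + 10% FBS, 2 h settle, then compound 24 h at 37 °C. Luminescence after 10 min with Amplite reagent.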
Giardia kill – Giardia lamblia killing | activity change, % at 7.66 µM, hits read low | 0.15% of 340,000 active | Giardia lamblia trophozoite viability; in the data active = activity change below about -80%; inconclusive = between about -30% and that limit;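 also: parasites exposed to compound for two days anaerobically before the ATP read; % is scaled to controls: 0 for no effect and ±100 for the full control effect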
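Giardia lamblia trophozoites (100 cells/well) were incubated with compounds for 48 h at 37 deg C under anaerobic conditions. Viability was read as ATP content by one-step luminescence after 15-30 min at room temperature.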
FBPA coupling cs – counter-screen for Giardia aldolase inhibitors: coupling enzyme system; AID 2472; activity change, negative = inhibition, % at 58.2 µM, hits read low; 0.67% of 290,000 active; coupling enzyme system counterscreen, AmpLite Red fluorescence; in the data active = activity change below about -30%; also: % is scaled to controls: 0 for no effect and ±100 for the full control effect
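Final compound at 57.5 uM, incubated 10 min at RT with coupling enzyme reagent (glyceraldehyde-3-phosphate), then 20 min with substrate and AmpLite Red detection. Fluorescence read at 525/598 nm; tests interference with the coupling assay, not aldolase inhibition.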
FLuc counter – inhibits or activates purified firefly luciferase, miR-21 counter-screen | Potency, µM (doses to about 57.5 µM), for inactives: at the top dose activity change, negative = inhibition, most hits filed as inhibitors | purified FLuc, Km substrates, luminescence inhibition | 6.9% of 360,000 active | P08659;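 also: potency is read from the fitted curve at half-maximal effect; plate controls were vehicle for no effect and reference inhibitor for full effect; nearly all actives have a fitted effect of over 55% in size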
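Purified P. pyralis luciferase, 10 nM final, with Km-level 10 uM D-luciferin and 10 uM ATP in 50 mM Tris acetate pH 7.5, 10 mM Mg acetate, 0.01% Tween-20, 0.05% BSA; 6-point qHTS titration about 60 µM downward; luminescence read.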
uPA generation – blocks generation of uPA at the cell surface; cell surface uPA generation assay, qHTS; Potency, µM (series often up to 38.3 µM), for the others: top-dose activity change, negative = inhibition, actives largely listed as inhibitors; 0.31% of 330,000 active; AID 540303; active = well fitted inhibition curve with a large enough effect; inconclusive = small, poorly fitted or top-dose-only effect; inactive = no such curve, though single readings can be large or run the other way; tested in mouse RAW 264.7 cells; also: potency is read from the fitted curve at half-maximal effect; % is scaled to controls: 0 for no effect and ±100 for the full control effect; nearly all actives have a fitted effect of over 55% in size
Tb PFK inh – T. brucei PFK enzyme inhibition; O15648; T. brucei PFK, ADP-Glo luminescence; Potency, µM (top dose mostly 57.5 µM), inactives show at the highest dose activity, negative = inhibition, hits mostly inhibitors; 0.17% of 330,000 active; AID 485367;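 also: potency is read from the fitted curve at half-maximal effect; 0% = uninhibited 1x PFK enzyme wells and -100% = no-enzyme wells; nearly all actives have a fitted effect of over 60% in size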
Target sequence (O15648 whole entry, looked up): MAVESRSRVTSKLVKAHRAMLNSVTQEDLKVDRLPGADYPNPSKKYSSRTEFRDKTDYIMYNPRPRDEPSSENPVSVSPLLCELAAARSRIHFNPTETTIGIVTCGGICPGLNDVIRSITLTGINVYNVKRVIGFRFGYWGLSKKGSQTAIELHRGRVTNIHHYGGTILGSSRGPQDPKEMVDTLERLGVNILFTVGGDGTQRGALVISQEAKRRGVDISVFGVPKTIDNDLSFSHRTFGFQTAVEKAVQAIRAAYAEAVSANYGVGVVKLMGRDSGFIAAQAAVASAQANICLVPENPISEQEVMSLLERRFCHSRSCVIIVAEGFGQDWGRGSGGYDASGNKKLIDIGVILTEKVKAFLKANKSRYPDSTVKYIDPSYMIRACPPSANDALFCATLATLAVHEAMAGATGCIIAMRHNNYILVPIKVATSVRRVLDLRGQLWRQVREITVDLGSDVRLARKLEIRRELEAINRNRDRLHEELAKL
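Luminescent ADP detection (ADP-Glo, two-step: ATP depletion then ADP-to-ATP conversion for luciferase) reported PFK activity after 45 min room-temperature reaction of 1.25 nM enzyme with 0.5 mM F6P and 0.1 mM ATP at pH 8.0.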
ELG1 genotoxic – inducers of genotoxicity in HEK293T ELG1-luciferase cells | HEK293T ELG1-luciferase reporter, luminescence, 16 h | Potency, µM (titrated, usually from 46 µM), inactives show top-dose activity change, positive = activation, actives largely listed as activators | 1.3% of 330,000 active | AID 504466; also: potency is read from the fitted curve at half-maximal effect; % of control where 0% means no effect; nearly all actives have a fitted effect of over 60% in size
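ELG1-luciferase HEK293T cells, 2,000/well; compound pinned in; 16 hr, 37 °C, 5% CO2; ONE-Glo, 30 min RT; luminescence on CCD imager.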
KCNH2 3.1 inh – inhibitors of human KCNH2 3.1 potassium channel isoform; U2OS KCNH2 3.1, thallium flux FluxOr; stronger effect = lower value; activity change, % (tested at about 1.8 µM); 0.95% of 340,000 active;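 active = maximum activity change below -70%; inconclusive = maximum activity change from -70% to -50%; inactive = maximum activity change above -50%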;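 also: thallium influx rate constant from kinetic fluorescence after stimulation buffer; % is scaled to controls: 0 for no effect and ±100 for the full control effect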
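Thallium flux via FluxOr fluorescence (Red40 quencher, 45 min loading) in U2OS cells virally expressing the KCNH2 3.1 isoform (1.77 x 10^8 /mL virus, overnight at 37 C). Rate constants from 2-min kinetic reads post-stimulation, normalised to positive and negative controls.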
Gal4-VP16 FLuc – counter-screen for ROR gamma inhibitors: Gal4-VP16 reporter. Drosophila S2 Gal4-VP16 UAS-luciferase, luminescence, 20 h. Potency, µM (top dose mostly 53.6 µM), inactives show at the top dose activity, negative = inhibition, actives largely listed as inhibitors. 3.5% of 310,000 active;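 also: Gal4-VP16 expression switched on by copper sulfate through the metallothionein promoter; potency is read from the fitted curve at half-maximal effect; % is scaled to controls: 0 for no effect and ±100 for the full control effect; nearly all actives have a fitted effect of over 50% in size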
* marks the source's active call; other numbers are inactive results; ? = inconclusive; · = not tested or not shown; & = joins results of further samples; ! = not active in a repeat; [ ] = dose if it differs, or a comment. Unless noted, calls follow the shape of the dose curve; as a rule, active = well fitted curve in the direction sought with a large enough effect; inconclusive = small, poorly fitted or top-dose-only effect, or another doubt; inactive = no such curve, though single readings can be large; an effect the other way counts as inactive or inconclusive. Not all compounds are listed; count on the stated rates, not on these rows.

canonical_smiles,KCNH2 3.1 inh,Gal4-VP16 FLuc,Tb PFK inh,uPA generation,Rab9 promoter act,ELG1 genotoxic,RORg inh,Giardia kill,FLuc counter,NPC1 promoter act,FBPA coupling cs
Cc1ccc(OCCn2cccc2/C=C2/C(=O)NC(=O)N(Cc3ccco3)C2=O)cc1,3,?,14%,-4%,23%,4%,44%,6,-9%,2%,1
CC1=C(/C=C/C(C)=C/C=C/C(C)=C/C(=O)Nc2ccc(O)cc2)C(C)(C)CCC1,1&15,5µM*!,3%,?,-36%[inhibitor][46.1 µM],-4%,4.5µM*!,-4&1,3%,-18%[46.1 µM],-15&4
Cc1cc(/C=C2\C(=O)NC(=O)N(c3ccc(Cl)cc3)C2=O)c(C)n1C,7,-10%,-20%,12%,-13%,7%,29%,-11,-2%,-2%,1
O=c1[nH]c(=O)n(CCC2=CCCCC2)c(O)c1C=NCCCn1ccnc1,?,-8%,3%,1%,3%,-10%,14%,-2,6%,-3%,2
C[C@]12CC[C@H]3[C@@H](CCC4=CC(=O)CC[C@@H]43)[C@@H]1CC[C@@H]2O,1,2%,-3%,-13%,·,0%,-19%,0,·,·,2
COCCN1C(=O)NC(=O)/C(=C\c2ccc(Br)cc2)C1=O,4,-1%,6%,-9%,3%,-1%,-13%,7,?,-6%,2
CCCCOC(=O)C1=C(N)OC2=C(C(=O)CCC2)[C@]12C(=O)N(C)c1ccccc12,?,5%,0%,0%,1%,2%,-2%,-24,7%,-4%,5
O=CC(Cl)P(=O)(N1CCCCC1)N1CCCCC1 (configuration not stated),-24,0%,-3%,-8%,-2%,-3%,-2%,8,-1%,-1%,2
C[C@]12CCC(=O)C(O)=C1CC[C@@H]1[C@@H]2CC[C@]2(C)C(=O)CC[C@@H]12,-15,13%,-7%,-3%,1%,0%,-4%,17,3%,-4%,4
Cc1cc(OCC(=O)NCC(O)c2ccccc2)c2c3c(c(=O)oc2c1)CCC3 (configuration not stated),10,-11%,-3%,7%,0%,1%,2%,-13,1%,18%,·
OCC12COC3c4ccccc4C(OC1)N32 (configuration not stated),15,·,-17%,0%,-1%,-4%,4%[0.365 µM],6,0%,-1%,0
C[N+]1(C)CCc2cc3c(cc2[C@H]1[C@@H]1OC(=O)c2c1ccc1c2OCO1)OCO3,7&-18,-10%&9%,-1%&-1%,14%&7%,2%[46.1 µM],2%,-4%&-41%,10&-24,1%&-3%,5%[46.1 µM],2&1
CN1CCN(/N=C/c2c(O)n(CCC3=CCCCC3)c(=S)[nH]c2=O)CC1,3,-7%,2%,1%,-5%,2%,-3%,20,6%,-3%,3
CN1CCC(=O)N(CCN=[N+]=[N-])CC1,14,-1%,-4%,-2%,-6%,3%,-18%,14,0%,-1%,-1
COCCOC(=O)c1c(N)n(Cc2ccc(OC)cc2)c2nc3ccccc3nc12,2,0%,-5%,9%,-1%,-1%,-11%,3,?,1%,-2
CC(C)(C)C(O)C(Oc1ccc(Cl)cc1)n1cncn1 (configuration not stated),5,3%,-4%,2%,-6%,-4%,-13%[0.365 µM],-4,3%,4%,1
c1cncc(CNC2CCCCC2)c1,17,-1%,2%,-1%,2%,-5%,-3%,-4,8%,0%,-1
CN1CCN(c2ccc([N+](=O)[O-])c(N3CCCCC3)c2)CC1,·,5%,1%,-7%,1%,-1%,-2%,11,0%,-5%,1
C[C@H]1CC[C@H]2NCCN[C@H]2C1,-1,-8%,-3%,-1%,-4%,0%,22%,50[activator],1%,-4%,0
NCC(CC(=O)O)C1CCCCC1 (configuration not stated),?,-4%,-2%,·,-3%,5%,-27%,8,5%,-4%,2

Record cards (already shown):
CC1=C(/C=C/C(C)=C/C=C/C(C)=C/C(=O)Nc2ccc(O)cc2)C(C)(C)CCC1 is listed as KCNH2 3.1 inh = 1&15; Gal4-VP16 FLuc = 5µM*!; Tb PFK inh = 3%; uPA generation = ?; Rab9 promoter act = -36%[inhibitor][46.1 µM]; ELG1 genotoxic = -4%; RORg inh = 4.5µM*!; Giardia kill = -4&1; FLuc counter = 3%; NPC1 promoter act = -18%[46.1 µM]; FBPA coupling cs = -15&4
COCCN1C(=O)NC(=O)/C(=C\c2ccc(Br)cc2)C1=O is listed as KCNH2 3.1 inh = 4; Gal4-VP16 FLuc = -1%; Tb PFK inh = 6%; uPA generation = -9%; Rab9 promoter act = 3%; ELG1 genotoxic = -1%; RORg inh = -13%; Giardia kill = 7; FLuc counter = ?; NPC1 promoter act = -6%; FBPA coupling cs = 2

(more compounds)
canonical_smiles,KCNH2 3.1 inh,Gal4-VP16 FLuc,Tb PFK inh,uPA generation,Rab9 promoter act,ELG1 genotoxic,RORg inh,Giardia kill,FLuc counter,NPC1 promoter act,FBPA coupling cs
Clc1ccc2c(c1)C(OC1CN3CCC1CC3)c1ccccc1CS2 (configuration not stated),?,?,-1%,?,7%,0%,-42%,10,3%,-4%,-4
CCCCCn1c(=O)c(C(=O)Nc2ccccc2S(N)(=O)=O)c(O)c2ccccc21,-3,-10%,1%,-13%,18%,8%,13%,0,?,19%,3
CCOC(=O)C1=CC(=C2C(=O)N(CC)C(=S)N(CC)C2=O)c2ccccc2O1,2,-4%,13%,5%,6%,0%,5%,-3,?,-1%,1
CCN(CC)C(=O)c1ccc(NC(=O)c2cn(-c3ccccc3)nc2-c2ccc(OC)cc2)cc1,1,-2%,1%,-10%,-1%,-9%,2%,13,-19%,1%,·
COc1ccc(-n2c(O)c(C(C)=Nc3ccc4c(c3)CCC4)c(=O)[nH]c2=O)cc1,2,10%,1%,13%,-7%,4%,3%,-6,2%,-1%,0
O=C1CC(C(=O)N2CCC3(CC2)OCCO3)CN1CCc1ccccc1 (configuration not stated),3,1%,-5%,0%,-2%,0%,8%,2,2%,4%,1
CC(c1nc2ccccc2c(=O)[nH]1)N(C)CCOc1ccc(Cl)cc1 (configuration not stated),1,?,-3%,4%,-6%,-9%,7.1µM*,1,3%,-2%,-2
Cc1cc(C)n2nc(C)[n+](C)c2n1,0,-15%,1%,-1%,5%,0%,1%,8,0%,4%,0
C1=C(CCNCc2ccccc2)CCCC1,?,2%,1%,·,-4%,-1%,5%,3,5%,-2%,0
ClC1=C(Cl)C2(Cl)C3C(Cl)C=CC3C1(Cl)C2(Cl)Cl (configuration not stated),-11,-5%&1%,3%,7%,-3%,0%,-8%&25%,-12,4%,-1%,-2
c1ccc(C2(N3CCCCC3)CCCCC2)cc1,6,·,-1%,5%,·,0%,·,7,·,·,·
O=C(Cc1ccccc1)N1CCN(Cc2ccccc2Cl)CC1,2,-16%,-1%,1%,-5%,-7%,9%,23,-3%,-1%,5
C=CCN=C(SCC(=O)c1ccc(Cl)cc1)c1c(O)n(C)c(=O)n(C)c1=O,-10,?,-1%,?,-4%,?,39%,-26,-3%,0%,2
CC(=O)c1ccc2c(c1)OCO2,-3,-1%,-5%,6%,0%,1%,-16%,-1,7%,-1%,1
CN1CCN(Cc2nc3ccccc3c(=O)[nH]2)CC1,3,1%,0%,·,-3%,-1%,-11%,-7,-1%,0%,0
Cc1cc(C)cc(N2C(=O)NC(=O)/C(=C/c3cccn3-c3ccc(Cl)cc3)C2=O)c1,·,11µM*,-4%,-6%,2%,-16%,32µM*,3,0%,7%,-4
NNC(=O)c1ccc(Cl)cc1,11,-3%,-4%,-4%,1%,-1%,-24%,-5,-6%,0%,0
Cc1ccc(N2C(=O)NC(=O)C(CCc3ccccn3)(Cc3ccc(F)cc3)C2=O)cc1 (configuration not stated),8,6%,0%,4%,0%,-3%,0%,-20,3%,-4%,1
Clc1ccc(N2CCNCC2)nn1,-15,1%,1%,3%,-8%,-2%,4%,11,2%,-4%,2
CC(=NCCCn1ccnc1)c1c(O)n(-c2ccccc2)c(=O)[nH]c1=O,1,-2%,0%,20%,-4%,1%,-5%,-16,-1%,0%,1
CCc1n[nH]c(=S)n1/N=C/c1c(C)nn(-c2ccccc2)c1Cl,-6,?,-3%,-2%,-7%,11%,7.1µM*,3,-6%,-3%,3
COc1ccc(-c2nc(CS(=O)CC(=O)N3CCC4(CC3)OCCO4)c(C)o2)cc1 (configuration not stated),-17,9%,1%,-5%,0%,3%,9%,3,-18%,-2%,1
